Shiga toxin inh – A qHTS for Small Molecule Inhibitors of Shiga Toxin. Vero cells, Shiga toxin protein synthesis inhibition reporter. inhibition, % at 38.7 µM. 290,000 tested, 9.2% active. AID 2315, 2010; in the data active = inhibition mostly above about 28%, no sharp cut-off; inactive = mostly below about 43%; also: 0% is about no effect
Pf growth 96h – Primary qHTS for delayed death inhibitors of the malarial parasite plastid, 96 hour incubation | P. falciparum luciferase reporter growth, 96 h | 320,000 tested, 6.9% active | Potency, µM (highest dose often 28.7 µM), inactives show at the top dose activity change, negative = inhibition, hits mostly inhibitors; also: potency is read from the fitted curve at half-maximal effect; % is scaled to controls: 0 for no effect and ±100 for the full control effect
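Readout is luminescence from an integrated firefly luciferase in P. falciparum. Red cells, 2% hematocrit and 0.05% parasitemia final, were cultured with compound through two parasite generations (96 hours) at 37 C, 5% CO2.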
Pf growth 48h – Primary qHTS for delayed death inhibitors of the malarial parasite plastid, 48 hour incubation; P. falciparum luciferase growth in erythrocytes, 48 h; Potency, µM (titrated, usually from 28.7 µM), for the others: at the top dose activity change, negative = inhibition, usual class: inhibitors; 310,000 tested, 5.9% active; also: potency is read from the fitted curve at half-maximal effect; % is scaled to controls: 0 for no effect and ±100 for the full control effect
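Luciferase-expressing P. falciparum in infected erythrocytes (2% hematocrit, 0.1% parasitemia final) in RPMI 1640/0.5% Albumax were exposed to compound for 48 hours at 37 C, 5% CO2; growth read as luminescence.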
LmPK inh – qHTS Assay for Inhibitors of Leishmania Mexicana Pyruvate Kinase (LmPK) | Q27686 | purified LmPK, Kinase-Glo ATP luminescence, 1 h | Potency, µM (highest dose often 57.5 µM), for the others: top-dose activity change, negative = inhibition, usual class: inhibitors | 290,000 tested, 0.37% active | AID 1721, 2009; also: potency is read from the fitted curve at half-maximal effect; % is scaled to controls: 0 for no effect and ±100 for the full control effect
Target sequence (Q27686 whole entry, looked up): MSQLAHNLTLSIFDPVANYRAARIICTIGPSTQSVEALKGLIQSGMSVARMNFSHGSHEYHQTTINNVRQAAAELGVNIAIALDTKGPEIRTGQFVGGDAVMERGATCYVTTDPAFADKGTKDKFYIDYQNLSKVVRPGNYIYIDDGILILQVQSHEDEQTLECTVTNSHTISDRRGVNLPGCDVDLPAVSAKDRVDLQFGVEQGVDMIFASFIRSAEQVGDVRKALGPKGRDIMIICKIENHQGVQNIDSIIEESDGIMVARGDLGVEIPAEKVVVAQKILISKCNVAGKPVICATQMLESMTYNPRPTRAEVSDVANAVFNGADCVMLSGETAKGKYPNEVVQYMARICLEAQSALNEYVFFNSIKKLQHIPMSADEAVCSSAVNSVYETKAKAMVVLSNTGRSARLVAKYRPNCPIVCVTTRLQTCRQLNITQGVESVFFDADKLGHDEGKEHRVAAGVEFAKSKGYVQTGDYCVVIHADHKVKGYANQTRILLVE
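In 50 mM imidazole pH 7.2 with 7 mM MgCl2, LmPK (0.1 nM) turned over PEP (0.5 mM) and ADP (0.1 mM) for 1 h at room temperature. Luciferase read-out of ATP.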
CHX counter – Cycloheximide Counterscreen for Small Molecule Inhibitors of Shiga Toxin | 300,000 tested, 12% active | AID 2314, 2010 | cell reporter, cycloheximide protein synthesis inhibition counterscreen | max response, %; in the data active = max response mostly above about 13%, no sharp cut-off; inactive = mostly below about 14%; also: read at 38.3 µM for the half of the compounds with a filed dose; 0% is about no effect
Tb PYK inh – qHTS of Trypanosoma Brucei Inhibitors. pyruvate kinase (Trypanosoma brucei), Q57TT1. TbPYK enzyme, Kinase-Glo Plus ATP luminescence, 45 min. AID 624173, 2012. 410,000 tested, 0.12% active. Potency, µM (top dose mostly 76.8 µM), inactives show at the highest dose activity, negative = inhibition, hits mostly inhibitors; also: potency is read from the fitted curve at half-maximal effect; % is scaled to controls: 0 for no effect and ±100 for the full control effect; nearly all actives have a fitted effect of over 50% in size
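Enzyme and substrate buffer are dispensed first and compound is pin-transferred. ADP at 130 uM final then starts the reaction, which runs 45 min at room temperature. Detection reagent is added for 10 min before luminescence is imaged.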
HCV inhibitor – qHTS Assay for Inhibitors of Hepatitis C Virus (HCV) | Potency, µM (series often up to 41.8 µM), without a hit: at the top dose activity change, negative = inhibition, most hits filed as inhibitors | 340,000 tested, 3.4% active | Huh7.5.1 HCVcc-Cre infection, luciferase reporter, 44 h; also: potency is read from the fitted curve at half-maximal effect; % is scaled to controls: 0 for no effect and ±100 for the full control effect
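Reporter virus HCVcc-Cre (~0.5 moi) infects cells exposed to compound; seeding density 1,000 cells/well with 4 h settling beforehand. Luminescence, 15 sec read, taken 44 h post-infection following a 15 min RT substrate incubation.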
Starred values were filed as active, the others as inactive; u = inconclusive; x = no result given; & = joins results of further samples; [ ] = dose if it differs, or a comment. Unless noted, calls follow the shape of the dose curve; as a rule, active = well fitted curve in the direction sought with a large enough effect; inconclusive = small, poorly fitted or top-dose-only effect, or another doubt; inactive = no such curve, though single readings can be large; an effect the other way counts as inactive or inconclusive.

SMILES | Shiga toxin inh | Pf growth 96h | Pf growth 48h | LmPK inh | CHX counter | Tb PYK inh | HCV inhibitor
CCN(CC)CCCNC(=S)N(Cc1cccnc1)Cc1cc2cccc(C)c2[nH]c1=O | 13 | u | u | 1% | -2 | 3% | -17%
CNc1nc(Nc2ccc([N+](=O)[O-])cc2)nc(OCC(F)(F)F)n1 | -1 | 5% | 54%[activator] | 6% | 1 | 0% | 8%
Cc1cc(C)cc(NC(=S)N2CCCC2)c1 | -4 | -17% | -5% | 3% | -3 | 1% | 21%
COc1cccc(NC(=O)c2cccc(N3C(=O)C4C5C=CC(C5)C4C3=O)c2)c1 (stereo unspecified) | 18 | u | u | 0% | 12 | 8% | -15%
CN(Cc1ccccc1)C(=O)c1ccc(NC(=O)Cc2cccc(NC(=O)C3CCCN(C(=O)C4CCC4)C3)c2)cc1 (stereo unspecified) | x | u | 9.3µM* | x | x | 3% | 17%
CCCNC(=O)C(=O)Nc1cc2c3c(c1)CCC(=O)N3CCC2 | 6 | 28% | 17% | -1% | -6 | 0% | 8%
COCCCN1C(=O)c2ccc(C(=O)Nc3ccc(C)cc3C)cc2C1=O | 28 | -1% | -8%[0.00184 µM] | -3% | -2 | 1% | -1%
CCCCSc1nc(C)c(CC(=O)O)c(=O)[nH]1 | 3 | 23% | 7% | 0% | -4 | -3% | -8%
COc1ccccc1NC(=S)N1CCN(Cc2ccccc2)CC1 | -11 | 41%[activator] | -27% | -1% | -3 | 5% | u
Cc1ccccc1CN1CCN(Cc2cc3ccccc3o2)CC1CCO (stereo unspecified) | x | u | u | 1% | -2 | 5% | 6%
CC1(C)S[C@@H]2[C@H](NC(=O)[C@@H](N)c3ccccc3)C(=O)N2[C@H]1C(=O)O[C@H]1OC(=O)c2ccccc21 | x | u | -12%[12.8 µM] | x | x | -8%[33.2 µM] | x
O=[N+]([O-])c1ccc(NCCNCCOc2nonc2-c2ccccc2)c([N+](=O)[O-])c1 | -6 | u | 8% | -3% | 3 | -5% | u
CN(CC1CCOCC1)C(=O)CC1C(=O)NCCN1Cc1ccc(-c2ccccc2)cc1 (stereo unspecified) | -17 | u | -10% | -3% | -2 | -2% | -5%
N#C/C(=C\c1c(Cl)cccc1Cl)c1nc2ccccc2o1 | -6 | u | -24% | 1% | -2 | -2% | 19%
Cc1ccc(S(=O)(=O)c2nc(S(C)(=O)=O)sc2N2CCC(O)CC2)cc1 | -4 | 9.3µM* | 8% | 1% | 6 | -10% | 3%
O=C(Nc1ccc(-n2cccc2)cc1)C1CC1 | 17 | -23% | 12µM* | 9% | 23* | 0% | -3%
CC(NC(=O)C(=O)NN=C1CCCCCCCCCCC1)c1ccccc1 (stereo unspecified) | -7 | 328%[activator] | 3% | 2% | -2 | 4% | 5%
CC(C)C(C)NC(=O)COc1ncnc2ccccc12 (stereo unspecified) | -7 | 33%[activator] | x | -3% | -3 | -4% | 11%
Cc1ccc(S(=O)(=O)N(C)C)cc1NC(=S)NC(=O)C12CC3CC(CC(C3)C1)C2 | -11 | u | u | -1% | -3 | -9% | 16µM*
CCN(CC)CCn1c2c(c(SCC(=O)Nc3ccc(C)c(F)c3)nc1=O)CCCC2 | x | u | 7.4µM* | x | x | 2% | 1%

Grouped by structure: the compounds so far with an aryl thioether with sulfur outside any ring
SMILES | Shiga toxin inh | Pf growth 96h | Pf growth 48h | LmPK inh | CHX counter | Tb PYK inh | HCV inhibitor
CCCCSc1nc(C)c(CC(=O)O)c(=O)[nH]1 | 3 | 23% | 7% | 0% | -4 | -3% | -8%
CCN(CC)CCn1c2c(c(SCC(=O)Nc3ccc(C)c(F)c3)nc1=O)CCCC2 | x | u | 7.4µM* | x | x | 2% | 1%

Carrying on:
SMILES | Shiga toxin inh | Pf growth 96h | Pf growth 48h | LmPK inh | CHX counter | Tb PYK inh | HCV inhibitor
Cc1cccc(NC(=S)NCCSc2ccc(Cl)cc2)c1 | -1 | 3% | u | -6% | -2 | 0% | -26%
O=C(Nc1ncc(Cc2ccc(Cl)cc2Cl)s1)c1ccc([N+](=O)[O-])cc1 | 15 | -19% | 10% | 1% | 7 | 5% | u
COc1ccc(NC(=O)/C(=C\c2ccccc2)NC(=O)c2ccco2)cc1 | -5 | 11% | 1% | 3% | -2 | -1% | 5%
COc1ccc(Cl)cc1NC(=S)NCc1ccc(S(N)(=O)=O)cc1 | 43 | 12µM* | 19% | 1% | -3 | -15% | u
CC(C)[C@H](CO)N(Cc1cccc(F)c1)c1nc(Nc2cccc(Cl)c2)c2ncn(C(C)C)c2n1 | 20 | u | 12µM* | -3% | 9 | -14% | u
COc1cc(-n2c(C)nc3cc(C(=O)NCCN4CCOCC4)ccc32)cc(OC)c1OC | -14 | -4% | -4% | 4% | -2 | x | x
O=S(=O)(N1CCOCC1)n1c(Cc2ccccc2)nc2ccccc21 | 1 | x | u | 0% | 6 | -2% | 17%
CC(=O)Nc1ccc(Nc2ncc([N+](=O)[O-])c(Nc3ccc(NC(C)=O)cc3)n2)cc1 | -12 | u | u | 3% | -5 | -1% | -19%
CCCc1nc(SCC(=O)N2CCCC2)c2c(=O)n(C)c(=O)n(C)c2n1 | -4 | u | 13% | -2% | -1 | 2% | -11%
COc1ccc(-c2nnc(SCC(=O)NC(C)C)n2CC2CCCO2)cc1OC (stereo unspecified) | -9 | 3.3µM* | 10% | 0% | 12 | 2% | 7%
Cc1cc(C)n(CC(=O)NNC(=O)CC(C)c2ccccc2)n1 (stereo unspecified) | x | -3% | 1% | x | x | 6% | -2%
COc1cc(NC(=S)Nc2cccnc2)cc(OC)c1OC | 15 | 43%[activator] | 2% | -3% | -2 | -3% | 2%
CCOC(=O)CN1NC2(CCCC(C)C2)NC1=S (stereo unspecified) | -15 | -8% | x | 7% | 0 | -19% | -2%
CC(=C\C(=O)O)/C(=C/c1ccccc1)C(=O)O | -6 | 154%[activator] | -15% | -3% | 1 | 2% | 4%
CN(C)c1ccnc2c[cH-]cc12.[Fe].c1ccc(-[c-]2[c-](-c3ccccc3)[c-](-c3ccccc3)[c-](-c3ccccc3)[c-]2-c2ccccc2)cc1 (stereo unspecified) | -2&-3 | u | u | 1%&-2% | -4&-3 | -3%&-2% | u
CC(C)(C)NS(=O)(=O)c1ccc(CCC(=O)NCc2ccc3c(c2)OCO3)cc1 | 4 | u | -22% | 0% | -1 | 2% | 13%
N#CCC1c2ccccc2CCN1C(=O)Nc1cccc(C(F)(F)F)c1 (stereo unspecified) | -2 | u | u | 6% | 5 | 7% | 5%
COc1ccc(-c2nc3ccccc3c(=O)[nH]2)cc1 | 56* | 145%[activator] | 204%[activator] | -7% | 43* | -6% | 4%
O=S(=O)(Nc1ccc(-c2csc(-c3ccccc3)n2)cc1)c1ccc(F)cc1 | 6 | -2% | u | 7% | -1 | -9% | u
CCOc1ccc(NC(=O)CSC2=C(C#N)C(c3ccc4c(c3)OCO4)CC(=O)N2)cc1 (stereo unspecified) | -6 | 21% | u | 2% | 11 | 0% | u
COc1ccc(OC(C)C(=O)Nc2ccc(F)cc2F)cc1 (stereo unspecified) | -6 | -34% | -1% | 1% | 0 | 4% | 14%
CCC(C)(C)n1nnnc1C(c1ccc2ncccc2c1)N1CCN(Cc2ccc3c(c2)OCO3)CC1 (stereo unspecified) | 11 | 168%[activator] | -18% | 8% | -1 | 2% | -5%
Cc1cccc(-n2c(C)nc3cc(C(=O)N4CCOCC4)ccc32)c1 | 17 | 4% | 11% | -2% | 13* | -26% | 1%
O=C(Nc1ccc2ccccc2c1)c1cc(F)c(F)cc1Cl | 110* | 0% | 203%[activator] | 3% | 47* | 6% | -29%
CC(=O)N1CCN(C(=O)CCc2nnc(CCCCc3ccccc3)o2)CC1 | -14 | 12µM* | -5% | 7% | -4 | 1% | -4%
O=C(CSc1ccc(Cl)cc1)N/N=C/c1cccnc1 | -5 | u | u | -12% | -2 | 1% | 14%
CC(=O)c1ccc(OCC(=O)N2CCN(S(=O)(=O)c3ccc(C)cc3C)CC2)cc1 | -11 | 9.3µM* | u | -8% | -3 | -7% | u
Cc1c(Cl)ccc(S(=O)(=O)NCCCn2ccnc2)c1Cl | -7 | -7% | -18% | 2% | -4 | 0% | u
COc1ccc(NC(=O)N(Cc2cccs2)Cc2cc3cc4c(cc3[nH]c2=O)OCO4)cc1 | -6 | -11% | u | 4% | -4 | x | -5%
COc1ccc(/C(C#N)=C/c2cccnc2)cc1 | 71* | 68%[activator] | 77%[activator] | -6% | 45* | x | x

Complete entries as entered above. Screens in order: Shiga toxin inh	Pf growth 96h	Pf growth 48h	LmPK inh	CHX counter	Tb PYK inh	HCV inhibitor
`Cc1ccc(S(=O)(=O)c2nc(S(C)(=O)=O)sc2N2CCC(O)CC2)cc1` is entered as -4	9.3µM*	8%	1%	6	-10%	3%
`CC(C)C(C)NC(=O)COc1ncnc2ccccc12` (stereo unspecified) is entered as -7	33%[activator]	x	-3%	-3	-4%	11%
`Cc1c(Cl)ccc(S(=O)(=O)NCCCn2ccnc2)c1Cl` is entered as -7	-7%	-18%	2%	-4	0%	u
`CC(C)[C@H](CO)N(Cc1cccc(F)c1)c1nc(Nc2cccc(Cl)c2)c2ncn(C(C)C)c2n1` is entered as 20	u	12µM*	-3%	9	-14%	u
`CN(C)c1ccnc2c[cH-]cc12.[Fe].c1ccc(-[c-]2[c-](-c3ccccc3)[c-](-c3ccccc3)[c-](-c3ccccc3)[c-]2-c2ccccc2)cc1` (stereo unspecified) is entered as -2&-3	u	u	1%&-2%	-4&-3	-3%&-2%	u

Remaining list, next part.
SMILES | Shiga toxin inh | Pf growth 96h | Pf growth 48h | LmPK inh | CHX counter | Tb PYK inh | HCV inhibitor
Cc1c(C(=O)Nc2ccc3nc(N4CCOCC4)sc3c2)oc2ccccc12 | x | u | 10µM* | x | x | 4% | 11µM*
COC(=O)c1onc(C(=O)c2ccccc2)c1C(=O)OC | -12 | u | 8% | -11% | -1 | -2% | 0%
Cn1c2c(c(=O)[nH]c1=O)C(c1ccc(O)cc1)C1=C(N2)c2ccccc2C1=O (stereo unspecified) | -11 | 81%[activator] | -25% | u | 7 | -9% | u
O=C(NC1CC2CCCC(C1)N2C(=S)Nc1ccc(Cl)cc1)C1CC1 (stereo unspecified) | -5 | 7% | -3% | 1% | -2 | -15% | 2%
CCOc1ccc(-c2ccc3nnc(SCC(=O)NCC4CCCO4)n3n2)cc1 (stereo unspecified) | x | 9% | -17% | x | x | 6% | 10%
O=[N+]([O-])c1cccc(CP(=O)(c2ccccc2)c2ccccc2)c1 | x | u | u | x | x | -6% | 15%
CCOC(=O)c1ccccc1NC(=O)COC(=O)CN1C(=O)NC2(CCCC2)C1=O | -4 | 2% | -15% | 2% | -3 | -3% | 6%
CCCC(=O)Nc1c2c(nn1-c1ccc(C)cc1)CS(=O)(=O)C2 | -9 | 27% | 5% | 4% | -5 | 1% | 15%
Cn1c(=N)c(S(=O)(=O)c2ccccc2)cc2c(=O)n3ccccc3nc21 | -13 | -14% | u | 1% | -2 | -5% | u
COc1ccc(C2C3=C(CC(C)(C)CC3=O)Nc3c2c(=O)[nH]c2nc(C)nn32)cc1 (stereo unspecified) | 14 | -6% | 13% | 3% | -3 | -6% | -5%

Screening data as filed in PubChem BioAssay.
